Large T inhibition: SV40 large T antigen inhibitors, biochemical (AID 1903); SV40 large T antigen ATPase/helicase inhibition assay; higher % means a stronger effect; 310,000 tested, 0.39% active; one-dose inhibition, % at 20 µM; IC50 in µM for titrated hits; in the data active = a potency from the dose series; inconclusive = inhibition mostly from about 32% at the one dose, without a potency; inactive = the rest, 99 in 100 with inhibition below about 32%; note: strong numbers were not always called active
PhoP inhibition: inhibitors of PhoP regulon expression, primary screen, Salmonella Typhimurium, GFP reporter (AID 1863). S. Typhimurium PhoP-regulated promoter GFP reporter, 4 h; higher % means a stronger effect. one-dose inhibition, % at 50 µM; IC50 in µM for titrated hits. 300,000 tested, 0.16% active;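 active = inhibition over 29.93%, a cutoff 3 SD above the screen mean, later confirmed by dose response; inconclusive = inhibition over 29.93% but no dose response follow-up; inactive = inhibition at most 29.93% or unconfirmed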;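 note: 0% = low Mg2+ inducing control and 100% = high Mg2+ repressing control; strong numbers were not always called active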
ER stress rescue: rescue of cells from ER stress-induced death, primary screen, 384-well, CSM14.1, thapsigargin, ATP luminescence (AID 1222) | cellular ATP content (survival), % at 20 µM, or EC50 in µM where a hit was titrated | 190,000 tested, under 10 active | CSM14.1 thapsigargin-induced death rescue, ATP luminescence; higher % means a stronger effect;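 active = EC50 below 50 µM in the dose-response confirmation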;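 note: death triggered by thapsigargin at about 15 µM added after 2 h compound pretreatment; cell ATP read after overnight thapsigargin exposure of roughly 18 to 22 hours; normalized against plate controls of thapsigargin alone and 5% DMSO vehicle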
PMI inhibitors: inhibitors of human PMI, primary screen, biochemical, fluorescence intensity, coupled assay (AID 1209); purified PMI enzyme, coupled fluorescence intensity; higher % means a stronger effect; inhibition, % at 20 µM, or IC50 in µM where a hit was titrated; 190,000 tested, 0.42% active;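 note: plate controls were DMSO vehicle for no effect and wells lacking substrate for full effect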
West Nile antiviral: West Nile virus antiviral activity, cell-based, CPE readout (AID 1621). West Nile virus-infected cells, CPE inhibition; higher % means a stronger effect. CPE inhibition, % at 10 µM, or IC50 in µM where a hit was titrated. 290,000 tested, 0.02% active; in the data active = a potency from the dose series; inconclusive = CPE inhibition mostly from about 3.7% at the one dose, without a potency; inactive = the rest, 99 in 100 with CPE inhibition below about 2.2%; note: strong numbers were not always called active
PMI inhibition: human PMI inhibitors, high substrate, primary screen, biochemical, fluorescence intensity, high mannose 6-phosphate (AID 1220). recombinant PMI enzyme, coupled fluorescence intensity; higher % means a stronger effect. inhibition, % at 20 µM; hits with a dose series show IC50 in µM. 190,000 tested, 0.66% active
RSV antiviral HEp-2: RSV antiviral activity via CPE protection, HEp-2 cells, primary 10 µM value included (AID 2391); 310,000 tested, 0.13% active; HEp-2 cells, RSV-induced CPE inhibition; higher % means a stronger effect; CPE inhibition, % at 10 µM; hits with a dose series show IC50 in µM; in the data active = a potency from the dose series; inconclusive = CPE inhibition mostly from about 23% at the one dose, without a potency; inactive = the rest, 99 in 100 with CPE inhibition below about 21%; note: strong numbers were not always called active
Insulin prom up: insulin promoter activators in MIN6 cells, imaging, high-content screening, mouse beta cells. MIN6 insulin promoter-GFP reporter; stronger effect = higher value. z-score at 5 µM. 190,000 tested, 0.3% active. AID 1625, 2009;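 active = z-score above 3 at 5 µM with at least 500 cells counted in the well; inconclusive = wells under 500 cells, flagged as cytotoxic or low count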
TNAP activation fold: human TNAP enzyme activators, primary screen, biochemical, luminescent, no phosphate acceptor, uHTS (AID 1001); 200,000 tested, 0.03% active; activation fold at 20 µM, or EC50 in µM where a hit was titrated; purified TNAP, luminescent activation assay, no phosphate acceptor; higher activation fold means a stronger effect; in the data active = activation fold from about 3, or a potency from the dose series; inactive = the rest, 99 in 100 with activation fold below about 1.6; note: many of its hits are not listed in these tables
Insulin prom up cell count: further read-out of Insulin prom up, marked with its call; cell count; measured here: cytotoxicity, nuclei count;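 total cells summed across four imaged fields per well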
Active calls of the source: *; ? = inconclusive; · = no result given. Cut-off read from the data, not from the text of the source, unless noted: active = inhibition above about 50%; inactive = the rest.

SMILES	Large T inhibition	PhoP inhibition	ER stress rescue	PMI inhibitors	West Nile antiviral	PMI inhibition	RSV antiviral HEp-2	Insulin prom up	Insulin prom up cell count	TNAP activation fold
CNC(=O)O/N=C(\N)Cc1csc2ccc(Cl)cc12	3%	-12%	·	·	0.7%	·	·	0.54	998	·
O=C(Nc1ccc(Cl)c(Cl)c1)c1ccco1	19%	0%	·	·	-0.6%	·	15%	·	·	·
O=c1c2ccccc2nc(CNc2ccccc2)n1-c1ccccc1	14%	0%	·	·	0.1%	·	·	0.6	1161	·
CNCCc1c[nH]c2ccc(O)cc12	20%	-1%	·	·	0.6%	·	4.2%	·	·	·
CCCc1nc2ccccc2c(=O)n1-c1cccc(OC)c1	1%	-2%	-0.7%	2%	-0.1%	-2%	0.4%	·	·	1.1
COc1ccc2c(c1)CC1(CN2C)C(=O)NC(=O)N(c2ccc(C)cc2)C1=O (centres undefined)	30%	-14%	0.5%	-6%	0.1%	-42%	2.1%	-0.44	915	1.1
CC(C)(O)[C@@H]1[C@H]2OC(=O)[C@@H]1[C@]1(O)C[C@H]3O[C@]34C(=O)O[C@H]2[C@]14C (tested in a mixture with another compound)	11%	4%	·	·	-0.2%	·	0.0%	·	·	·
C=C1C2C[C@H](O)C(C)(C)[C@@]2(O)[C@H](O)C[C@]23C[C@@](C)(O)[C@H](CC[C@H]12)[C@H]3OC(C)=O (some centres undefined)	5%	-5%	-1.7%	-11%	-0.9%	-11%	0.7%	0.28	1260	1.1
N#Cc1ccc(Cn2cc(C(=O)c3ccco3)c3ccccc32)cc1	0%	-7%	-0.2%	6%	0.9%	5%	?	-1.4	1122	1
Nc1ccc(C2(c3ccc(N)cc3)CCCCC2)cc1	2%	11%	-1.0%	4%	0.9%	18%	0.4%	0.8	1037	1.1
CCOc1ccc(C2(C#N)CC[N+](C)(C)CC2)cc1	-2%	-5%	0.3%	-4%	0.2%	-2%	0.5%	0	1500	1.1
Cc1ccc(O)c(CN2CCN(c3ccccc3)CC2)c1	10%	8%	-3.8%	9%	-1.2%	4%	0.7%	0.52	1201	1.1
CCn1c(O)c(C=NCc2cccs2)c(=O)[nH]c1=O	12%	-3%	1.9%	7%	0.1%	5%	0.3%	·	·	1.1
NC(=O)OCCSc1nnc(-c2cccc(C(N)=S)c2)o1	0%	-4%	-0.3%	-6%	0.2%	-5%	1.7%	·	·	1.3
Cc1cccc(C(=O)Nc2ccc3c(c2)CC2(C(=O)N(C)C(=O)N(C)C2=O)C2CCCN32)c1 (centres undefined)	15%	-9%	·	·	-0.5%	·	4.7%	·	·	·
Cc1ccc(CNCCc2ccc(F)cc2)s1	11%	-3%	·	·	2.0%	·	0.3%	·	·	·
COc1ccc(-n2c(C)nc3ccccc3c2=O)c([N+](=O)[O-])c1	9%	-5%	·	·	0.2%	·	3.4%	·	·	·
O=c1cc(CN2CCNCC2)nc2sccn12	14%	-6%	·	·	0.5%	·	1.9%	·	·	·
CCN1CCN(Cc2cccnc2)CC1	4%	1%	·	·	-0.2%	·	0.7%	·	·	·
COc1ccc(C=C2C(=O)N(C)C(=O)N(C)C2=O)cc1CSc1ccccn1	7%	0%	-0.8%	-5%	0.1%	-14%	0.8%	0.39	1452	1
O=C1N[C@@H](Cc2ccccc2)C(=O)N2[C@H]1C[C@H]1c3ccccc3N(OOSc3ccccc3)[C@H]12	21%	-2%	·	·	0.3%	·	5.9%	·	·	·
COc1ccccc1NC(=O)N1C[C@@H]2C[C@@H](C1)c1cccc(=O)n1C2	11%	11%	·	·	0.1%	·	1.9%	·	·	·
Cn1nccc1C(=O)N1CCC2(CC1)OCCO2	25%	-7%	·	·	-0.7%	·	0.4%	·	·	·
COC(=O)C1=C(c2cc3ccccc3s2)C[C@@H]2CC[C@H]1N2C(=O)NCc1ccco1	23%	-6%	·	·	1.9%	·	3.4%	·	·	·
O=c1c2ccccc2nc(/C=C/c2ccc(O)cc2)n1-c1ccccc1O	27%	-11%	·	·	1.3%	·	?	0.48	1365	·
CC/C(=N\Nc1cccc2ccccc12)c1c(O)[nH]c(=O)[nH]c1=O	14%	13%	-1.3%	-47%	-0.4%	-62%	-0.1%	-0.36	1234	1.1
CCOc1ccccc1N1C(=O)CC(=O)NC1=O	3%	5%	·	·	0.3%	·	0.6%	·	·	·
CCCCCn1c(=O)c(C(=O)Nc2ccncc2)c(O)c2ccccc21	·	·	4.3%	0%	·	-6%	·	1.6	1040	1.1
COc1cc(OC)c2c(c1)O[C@@H](c1ccc(OC)c(OC)c1)[C@H](O)C2	2%	-6%	·	·	-0.8%	·	0.1%	·	·	·
CC(C)(C)c1ccc(C(=O)C2CCCN(Cc3ccon3)C2)cc1 (centres undefined)	12%	-7%	-0.6%	14%	-1.7%	4%	9.5%	-1.1	1302	1.1
O=c1cccc2n1CC1CNCC2C1 (centres undefined)	25%	10%	·	·	0.0%	·	-1.1%	·	·	·
CCCC12CN3CCN(CC(C3)/C1=N\NC(=O)c1ccncc1)C2	24%	-6%	-0.1%	-16%	0.6%	-17%	0.3%	0.12	1235	0.9
CC(C)(C)NC(=O)Cn1cc(C(=O)c2ccccc2F)c2ccccc21	4%	1%	0.1%	-6%	0.1%	-2%	1.0%	-0.27	922	1
O=C1NC(=O)C(=Cc2ccc(SC3CCCCC3)o2)C(=O)N1	36%	1%	0.3%	-3%	-0.8%	-17%	0.3%	0.32	1662	0.8
O=C(c1ccccc1)c1ccc(N=Nc2c(O)[nH]c(=O)[nH]c2=O)cc1	7%	-5%	-0.6%	-16%	1.0%	-9%	-1.0%	0.34	1130	1.3
Cc1cc(OC(C)C(=O)NCC(O)c2ccccc2)c2c3c(c(=O)oc2c1)CCCC3 (centres undefined)	17%	-4%	·	·	0.0%	·	4.1%	·	·	·
CCOc1cc2c(cc1OCC)-n1cccc1C(c1ccc(F)cc1)NC2 (centres undefined)	4%	-4%	·	·	-1.0%	·	-2.1%	·	·	·
CN(C)c1nc(-c2ccccc2)[n+](C)s1	?	-13%	1.7%	-7%	1.4%	-2%	1.0%	-0.04	1336	1.1
Cc1cc(=O)oc2c(C)c(OCC(=O)N3C[C@H]4C[C@@H](C3)c3cccc(=O)n3C4)ccc12	12%	-3%	·	·	0.0%	·	0.8%	·	·	·
Fc1ccc(C(OCCN2CCN(CCCc3ccccc3)CC2)c2ccc(F)cc2)cc1	7%	-5%	·	·	0.6%	·	-3.9%	·	·	·
Cc1ccc(-c2cc(C(=O)N3CCC4(CC3)OCCO4)no2)cc1	18%	-7%	0.6%	6%	-0.8%	0%	2.1%	-0.46	1534	1
CCOc1cc2c(cc1OCC)-n1cccc1C(c1ccc(OC)cc1)NC2 (centres undefined)	8%	-10%	·	·	-1.1%	·	0.4%	·	·	·
CCOC(=O)C(O)(c1ccc(NC(=S)NC(=O)c2ccc(Cl)cc2Cl)cc1)C(F)(F)F (centres undefined)	10%	9%	-0.7%	22%	-1.2%	19%	?	-0.1	1225	0.9
O=C1/C(=C/c2ccc([N+](=O)[O-])cc2)N2CCC1CC2	2%	-5%	2.3%	15%	0.1%	9%	-0.3%	·	·	1.1
Nc1cc(N2CCNCC2)c([N+](=O)[O-])cc1Cl	14%	14%	-1.7%	7%	-0.2%	14%	0.7%	0.79	1283	1
COc1ccc(N2C(=O)/C(=C/c3ccc(C)o3)C(=O)NC2=S)c(OC)c1	34µM*	-5%	·	·	-0.3%	·	0.9%	·	·	·
Cc1ccc(Oc2cc(NN3CCCCC3)c([N+](=O)[O-])cc2[N+](=O)[O-])c([N+](=O)[O-])c1	7%	-4%	·	·	-0.3%	·	0.0%	·	·	·
CC(=O)N(C)CC#CCN1CCC(O)CC1	8%	-5%	·	·	-0.2%	·	1.5%	·	·	·
O=C(O)CP(=O)(O)c1ccc(Cl)cc1	?	22%	1.6%	-10%	0.2%	-4%	2.0%	0.04	1576	1
COc1ccc(C2C(C(=O)N3CCC4(CC3)OCCO4)CC(=O)N2c2ccc(OC)cc2)cc1 (centres undefined)	0%	-11%	-1.2%	9%	-0.6%	11%	-0.8%	0.8	1756	1.1
Remaining list, next part
SMILES	Large T inhibition	PhoP inhibition	ER stress rescue	PMI inhibitors	West Nile antiviral	PMI inhibition	RSV antiviral HEp-2	Insulin prom up	Insulin prom up cell count	TNAP activation fold
CCN(CC)Cc1c[nH]c2ccccc12	7%	-6%	-1.0%	-4%	-0.1%	10%	0.0%	·	·	1
C=CCOC(=O)C1=C(C)OC(N)=C(C#N)C12C(=O)N(CN1CCOCC1)c1ccccc12 (centres undefined)	8%	0%	-1.2%	4%	0.1%	13%	0.9%	0.36	1314	1.1
COc1cc(OC)c(OC)cc1CNCCc1ccc(OC)c(OC)c1	0%	0%	-0.9%	5%	-0.2%	1%	0.5%	·	·	1.1
CCn1cc(CN2CCCC(C(=O)c3cccc(OC)c3)C2)c(C)n1 (centres undefined)	2%	12%	0.1%	13%	-1.7%	16%	-1.0%	·	·	1.1
COc1ccc(-c2nc3ccccc3c(=O)n2-c2cccnc2)cc1	-3%	4%	-1.3%	2%	0.1%	-3%	-0.4%	1.4	1604	1.1
CCCNS(=O)(=O)c1ccc(OCC(=O)N2CCN(Cc3ccccc3)CC2)cc1	-2%	-7%	4.5%	14%	-0.8%	12%	12%	-0.02	1228	1
CNC(=O)c1cccn(Cc2cccc(C(F)(F)F)c2)c1=O	7%	-5%	0.7%	-11%	-0.2%	9%	-3.5%	0.66	1176	1.1
CCC(=NCCC(c1ccccc1)c1ccccc1)c1c(O)n(C)c(=O)n(C)c1=O	14%	-1%	1.7%	-2%	-1.0%	1%	3.6%	-1.6	1399	1
Cc1cc(C)n2c(Br)c(CN3CC4CC(C3)c3cccc(=O)n3C4)nc2n1 (centres undefined)	-4%	6%	-3.3%	-10%	0.1%	-8%	3.7%	-0.18	1174	1.1
CN(C)CCN(CC1CCCN(Cc2ccccc2F)C1)C(=O)Cc1ccc(F)c(F)c1 (centres undefined)	3%	-3%	·	·	10%	·	-0.7%	·	·	·
CCOC(=O)c1c(C)n(Cc2ccco2)c2ccc(OC)cc12	10%	6%	1.0%	14%	0.2%	18%	0.2%	-0.79	1102	1.1
COc1ccc(C(C)=O)cc1CC(C(=O)c1ccccc1)N(C)C (centres undefined)	20%	-8%	-2.8%	9%	-0.6%	2%	0.3%	-0.38	1446	1.1
CN1C(=O)NC(=O)/C(=C\C=C\c2ccccc2[N+](=O)[O-])C1=O	28%	-7%	0.1%	24%	0.9%	22%	3.1%	-0.28	1236	1.1

This is a subset; count on the stated rates, not on these rows.
